Screening data from PubChem BioAssay.
tim23-1 inh: inhibits growth of tim23-1 mutant yeast. hit rate 1.3% among 330,000. AID 463212. inhibition, % at 20 µM. S. cerevisiae tim23-1 growth, BacTiter-Glo luminescence, 24 h;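 active = growth inhibition of the mutant yeast at or above 50%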;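 note: temperature-sensitive mutant grown at 25 °C; plate controls were DMSO-treated mutant yeast for no effect and medium wells lacking yeast for full effect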
APJ antag: antagonists of human APJ apelin receptor. P35414. CHO-K1 APJ beta-arrestin complementation, luminescence. inhibition, % at 20 µM. hit rate 0.32% among 330,000. AID 2521;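 active = inhibition above about 40% at 20 µM, limit read from the data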;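 note: cells challenged with 10 nM apelin-13 agonist together with compound; plate controls were apelin-13 plus DMSO wells for no effect and DMSO wells lacking apelin-13 for full effect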
Target sequence (P35414 whole entry, looked up): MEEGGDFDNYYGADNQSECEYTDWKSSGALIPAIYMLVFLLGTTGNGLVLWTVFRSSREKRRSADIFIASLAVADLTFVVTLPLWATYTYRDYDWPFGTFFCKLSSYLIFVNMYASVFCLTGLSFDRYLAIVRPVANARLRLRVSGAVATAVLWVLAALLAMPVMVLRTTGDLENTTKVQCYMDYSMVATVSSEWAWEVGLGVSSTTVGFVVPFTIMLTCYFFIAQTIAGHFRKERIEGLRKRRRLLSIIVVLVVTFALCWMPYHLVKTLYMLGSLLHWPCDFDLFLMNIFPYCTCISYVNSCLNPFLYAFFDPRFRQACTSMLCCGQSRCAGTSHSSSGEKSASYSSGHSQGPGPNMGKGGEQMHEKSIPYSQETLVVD
UPR XBP1 act: adaptive UPR (XBP1) activation. hit rate 0.33% among 330,000. CHO-XBP1 luciferase reporter, IRE1-XBP1 UPR activation, luminescence; percent of tunicamycin response, DMSO as zero. activation, % at 20 µM. AID 463104;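 active = versus positive control, 20 µM dose yields 30% or more activation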;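 note: 100% = tunicamycin at 10 µg/mL and 0% = DMSO only wells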
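incubation = overnight seeding at 37 °C, 6 h compound treatment at 37 °C | assay system = CHO-XBP1 cells stably carrying IRE1-XBP1-driven luciferase reporter | input = 1000 cells per well | detection = luciferase luminescence | dosing = single point, 20 µM final compound, 1% DMSO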
APJ ag: APJ receptor agonism; hit rate 0.11% among 330,000; CHO-K1 APJ PathHunter beta-arrestin, luminescence; 0% DMSO wells, 100% apelin; activation, % at 20 µM; AID 2520;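 active = activation more than six SD over the plate average, tested at 20 µM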;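 note: 0% = DMSO alone and 100% = apelin-13 at 10 nM; some results filed as inactive read as strong as hits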
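Test system: CHO-K1 APJ beta-arrestin complementation cell line | Compound: Single test compound dose, 20 µM final, 1% DMSO | Incubation: Compound 90 min 25 °C, reagent 1 h | Measured by: beta-gal luminescence | Read-out basis: APJ–arrestin association signal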
Mdm2-MdmX inh: human Mdm2/MdmX binding inhibition. inhibition, % at 8 µM. hit rate 3% among 330,000. SaOS-2 split-luciferase Mdm2/MdmX complementation, luminescence;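 active = inhibition of at least 50% at 8 µM in the primary screen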
CCR6 antag: CCR6 (human) receptor antagonism; P51684; CHO-K1 CCR6 PathHunter beta-arrestin, luminescence, CCL20-stimulated; inhibition, % at 20 µM; hit rate 0.49% among 340,000; AID 493098;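 active = compounds whose inhibition of the agonist-driven luminescence signal at 20 µM reaches about 50%, limit read from the data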;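 note: cells stimulated with CCL20 at 14 nM final; plate controls were DMSO with CCL20 for no effect and DMSO without agonist for full effect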
UPR CHOP act: activators of apoptotic arm of unfolded protein response (CHOP); CHO-CHOP luciferase reporter, UPR activation, luminescence; percent of tunicamycin response over DMSO baseline; activation, % at 10 µM; hit rate 0.34% among 330,000;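 active = at 10 µM dose, activation of 40% or more, normalized to positive control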;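 note: 100% = tunicamycin at 10 µg/mL and 0% = DMSO alone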
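assay system = CHO CHOP reporter cells | amount = 500 CHO-CHOP cells per well | buffer or medium = F12 with 10% FBS | incubation = 16-18 h cell attachment, then 6 h compound exposure, 37 °C | detection = luminescence read with Steady-Glo | read-out = percent activation relative to tunicamycin control | controls = tunicamycin high control, DMSO low control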
CXCR6 block: blocks human CXCR6 beta-arrestin recruitment. O00574. CHO-K1 PathHunter CXCR6 beta-arrestin, luminescence. inhibition, % at 20 µM. hit rate 0.36% among 360,000. AID 602244; in the data active = inhibition above about 34%, passing the limit was not always enough;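 note: antagonist mode with CXCL16 agonist at 10 nM final; 0% = 10 nM CXCL16 with DMSO and 100% = unstimulated wells without agonist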
Target sequence (O00574 whole entry, looked up): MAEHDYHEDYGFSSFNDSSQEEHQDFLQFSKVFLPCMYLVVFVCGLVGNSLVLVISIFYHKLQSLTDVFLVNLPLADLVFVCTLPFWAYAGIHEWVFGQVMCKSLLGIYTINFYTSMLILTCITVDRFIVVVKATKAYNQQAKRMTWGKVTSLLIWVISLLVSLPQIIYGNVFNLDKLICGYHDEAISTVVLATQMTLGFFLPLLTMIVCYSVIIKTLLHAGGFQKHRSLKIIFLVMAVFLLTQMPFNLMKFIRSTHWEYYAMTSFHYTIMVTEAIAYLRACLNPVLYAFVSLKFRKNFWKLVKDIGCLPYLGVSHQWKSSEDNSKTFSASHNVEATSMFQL
EBI2 block: EBI2 (human) antagonism; P32249; EBI2 beta-arrestin recruitment, luminescence, 7a,25-OHC stimulated; inhibition, % at 5 µM; hit rate 0.81% among 360,000; in the data active = inhibition above about 38%;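 note: enzyme fragment complementation signal reports receptor beta-arrestin coupling in cells; 0% = agonist plus DMSO wells and 100% = wells without agonist; some results beyond the cut were filed as inactive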
Target sequence (P32249 whole entry, looked up, the tested form may be a part): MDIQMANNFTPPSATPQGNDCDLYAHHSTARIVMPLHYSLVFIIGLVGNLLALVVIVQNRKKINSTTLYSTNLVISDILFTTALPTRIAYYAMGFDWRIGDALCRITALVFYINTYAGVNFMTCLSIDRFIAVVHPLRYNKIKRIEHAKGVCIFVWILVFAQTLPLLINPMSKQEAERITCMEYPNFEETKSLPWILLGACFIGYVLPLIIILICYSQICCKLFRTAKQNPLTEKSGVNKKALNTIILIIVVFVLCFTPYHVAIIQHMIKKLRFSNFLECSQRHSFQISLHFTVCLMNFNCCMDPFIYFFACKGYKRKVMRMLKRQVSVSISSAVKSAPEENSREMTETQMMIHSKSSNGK
* = called active by the depositor; x = not tested or not shown. This is a subset. The share of hits here may be higher or lower than overall.

SMILES	tim23-1 inh	APJ antag	UPR XBP1 act	APJ ag	Mdm2-MdmX inh	CCR6 antag	UPR CHOP act	CXCR6 block	EBI2 block
O=c1[nH]ccc2c(O)cccc12	-20.9	13.3	-4.9	-10.2	-0.7	7.8	0.5	1.4	-6.5
O=C(NCC(c1cccs1)N1CCOCC1)c1ccccc1NS(=O)(=O)c1ccc(Cl)cc1 (stereo unspecified)	25.3	-9.4	3.7	0.2	17.0	-4.6	-0.2	-1.7	-4.0
CC(=O)N1CC(=O)N(OCc2ccccc2)C1c1ccc(Cl)cc1Cl (stereo unspecified)	2.4	-7.6	-1.9	-6.1	-4.3	9.6	-1.1	0.6	2.2
CC(C)N(C(=O)Cn1cnc2c(cnn2-c2ccccc2Cl)c1=O)C(C)C	10.0	-4.2	1.3	2.1	-15.5	1.9	-0.8	1.2	-7.0
CCOC(=O)c1c(NC(=O)Cc2cccs2)sc(C(=O)NC2CCCC2)c1C	-22.7	24.1	5.7	-5.1	28.1	1.9	-1.3	11.1	9.8
COc1cc(NC(=O)CCCN2C(=O)NC(C)(C)C2=O)cc(OC)c1	3.9	-8.9	-1.3	-1.2	-2.4	8.4	0.1	9.5	1.8
N#CC1=C(N)Oc2n[nH]c(-c3ccccc3)c2C1c1ccsc1 (stereo unspecified)	1.4	21.3	18.7	-4.0	31.2	8.4	-2.9	-2.8	-22.9
CCCn1c(SCC(=O)NCCc2ccccc2)nnc1-c1ccccn1	6.4	15.7	-0.4	-3.1	21.4	5.7	-2.6	5.2	34.6
O=C(C1CC=CCC1)N1CCC(CO)(Cc2ccc(Cl)cc2)CC1 (stereo unspecified)	24.2	-1.2	0.9	-3.2	14.9	11.2	0.9	0.6	15.6
COc1cccc(-c2cc(C(F)(F)F)c3c(N)c(C#N)sc3n2)c1	1.1	-15.6	9.0	9.9	36.8	x	1.0	x	x
C[C@H](NC(=O)c1nc[nH]c1C(=O)N1CCc2ccccc2C1)c1ccccc1	27.1	14.1	-2.6	-3.8	-19.9	6.0	0.0	2.6	0.7
Cc1nc(NC(=O)COC(=O)CCc2ccccc2)c(Cl)cc1Cl	12.7	-4.8	-3.2	-2.2	7.0	4.8	-0.9	6.7	-3.5
Cc1ccc(OCC(=O)Nc2cccc(-c3nnc(-c4ccccc4)o3)c2)c(C)c1	-11.9	-18.0	1.1	1.2	21.5	28.7	3.2	0.6	-8.1
CCOC(=O)c1c(NC(=O)CSc2nnc(-c3cccnc3)o2)sc(C(C)=O)c1C	-1.7	1.7	1.6	10.2	1.6	6.2	0.9	-5.1	-10.6
CCOC(=O)N1CCN(C(=O)c2ccc3c(=O)n(-c4ccc(OC)cc4OC)c(=S)[nH]c3c2)CC1	5.7	2.8	-3.2	1.4	10.4	11.9	0.9	-1.1	-0.8
O=C(NC(=S)Nc1ccccc1OC(F)F)c1ccc2c(c1)OCO2	2.9	9.9	5.6	-3.7	20.7	19.0	3.9	14.6	19.5
CCN(CC(=O)NCc1ccc(F)cc1)C(=O)c1oc2ccccc2c1C	12.5	-9.5	-2.4	2.3	12.8	7.2	-0.5	7.2	-1.4
C#CCOCCOCCOCCNc1nc(N2CCN(C(=O)C([C@@H](C)CC)n3cc(C(N)COC(=O)C(F)(F)F)nn3)CC2)nc(N2CCN(C(=O)[C@H](Cc3cc4ccccc4[nH]3)n3cc(C(N)CO)nn3)CC2)n1 (stereo partly specified)	8.0	20.8	-3.0	-4.9	19.3	10.2	0.3	x	x
C=CCNC(=O)C1CC(=O)N(c2ccc(OCC(=O)Nc3ccc(Cl)c(C(F)(F)F)c3)cc2)C1 (stereo unspecified)	-14.5	-2.9	0.1	-0.7	78.3*	-7.9	1.1	-17.0	2.2
COc1cc(C(=O)Nc2ccccc2-c2nnn(CC(N)=O)n2)cc(OC)c1OC	-3.9	-10.7	0.8	0.8	0.3	0.8	-0.5	-6.7	5.4
CCCc1nnc(NC(=O)c2cc3ccccc3o2)s1	7.3	14.2	-0.4	-2.6	-50.9	7.5	3.7	-4.3	2.7
COc1ccc(C(=O)CSc2ccc(-c3ccc(C)cc3)nn2)cc1	8.3	-2.9	0.2	-1.7	-15.3	10.8	0.8	-7.3	33.2
N#Cc1c(SCc2ccccc2)nc(N2CCOCC2)c2c1CCCC2	-8.2	15.1	-3.5	-1.4	27.5	10.1	-0.6	6.3	29.9
Cc1csc(=O)n1CC(=O)Nc1ccc(S(C)(=O)=O)cc1	2.7	3.9	-1.5	-3.7	7.2	4.1	0.0	-11.7	-1.7
CC(C)COC(=O)c1cc(-c2ccc(/C=N/n3cnnc3)o2)ccc1Cl	5.7	19.6	4.3	0.3	10.6	-24.0	6.1	1.5	-8.9
COc1ccc(CCNC(=O)COC(=O)c2cnc(C)cn2)cc1OC	-2.5	-10.8	1.3	-3.6	3.0	-6.2	-1.3	-5.7	-15.6
CC1=C(C(=O)N2CCOCC2)C(c2ccc(C)cc2)NC(=S)N1 (stereo unspecified)	13.1	-8.4	-1.2	-2.9	-3.2	11.3	-1.2	-7.8	2.4
COc1ccc(NC(=O)CS(=O)(=O)c2ccccc2Cl)cc1	5.4	39.7	2.1	-5.2	-20.9	6.4	4.7	0.9	-2.6
COc1ccc(NC(=O)CSc2nc3[nH]ncc3c(=O)n2-c2ccccc2C)cc1OC	6.6	-2.8	-0.4	-0.4	8.2	4.5	3.2	-10.4	-5.5
Cc1ccc(-n2c(C)nnc2SCC(=O)N2CCc3ccccc3C2)cc1C	25.1	9.5	0.1	-2.6	-20.3	2.4	-0.1	9.0	-1.1
COc1ccc(NC(=O)CSc2ccccc2)cn1	21.2	-24.3	0.7	0.7	-33.8	-0.7	0.9	3.9	-2.5
CCCC(c1nnnn1CS(=O)(=O)c1ccc(C)cc1)N1CCN(CC)CC1 (stereo unspecified)	11.4	-6.3	-2.4	-3.1	-2.4	-5.7	0.5	0.6	-0.9
CCOC(=O)N1CCC(N(CCOC)C(=O)Nc2ccc(CC)cc2)CC1	31.8	6.5	-4.3	-3.9	6.6	4.5	-0.7	-2.9	3.3
COc1cccc(OCc2cc(C(=O)N3CCN(C(C)=O)CC3)no2)c1	1.5	-0.6	-0.1	-1.6	-59.9	16.7	4.9	0.1	-2.1
CCCOC(=O)Nc1c(C)cccc1C(C)C	17.4	2.9	-0.3	-2.8	-10.6	8.0	-2.4	-0.4	-11.8
COc1ccc(N2C(=O)C3CCCN3C2c2cccc(F)c2)cc1Cl (stereo unspecified)	10.9	-5.1	-1.4	-3.9	1.5	11.6	-1.0	1.8	-1.5
Cc1cccc(NC(=S)NCc2cccs2)c1	14.0	5.0	0.6	-1.9	-9.2	13.7	-0.4	-10.0	-6.3
N#CCCn1cc(C(=O)Nc2ccc(C(=O)O)cc2)c(-c2cc3ccccc3o2)n1	11.2	-13.8	-0.6	-1.8	18.1	2.0	1.0	-2.5	-7.6
CCOC(=O)c1ccc2nc(C)c(C)nc2c1	4.9	-3.9	-1.0	3.9	-11.1	9.2	3.5	1.0	9.1
CCCNc1nc2c(c(=O)[nH]c(=O)n2C)n1Cc1ccc(F)cc1	10.7	12.4	0.2	-1.1	2.5	4.1	1.0	1.9	-1.1

The closing 3 entries of the part before lead into the next.
SMILES	tim23-1 inh	APJ antag	UPR XBP1 act	APJ ag	Mdm2-MdmX inh	CCR6 antag	UPR CHOP act	CXCR6 block	EBI2 block
N#CCCn1cc(C(=O)Nc2ccc(C(=O)O)cc2)c(-c2cc3ccccc3o2)n1	11.2	-13.8	-0.6	-1.8	18.1	2.0	1.0	-2.5	-7.6
CCOC(=O)c1ccc2nc(C)c(C)nc2c1	4.9	-3.9	-1.0	3.9	-11.1	9.2	3.5	1.0	9.1
CCCNc1nc2c(c(=O)[nH]c(=O)n2C)n1Cc1ccc(F)cc1	10.7	12.4	0.2	-1.1	2.5	4.1	1.0	1.9	-1.1
Cc1ccc(NC(=O)c2cc(C)nc3ccccc23)c(C)c1	-6.4	-19.0	-3.9	-1.3	-1.8	7.9	-2.9	2.3	-1.8
O=C1OC(CC(=O)N(Cc2nnc(-c3ccc(Cl)cc3)o2)C2CC2)c2ccccc21 (stereo unspecified)	-0.9	-2.4	-4.7	-1.8	12.8	2.3	-0.3	-0.4	2.2
C=CCc1ccc(OCC(O)CN2CCc3ccccc3C2)c(OC)c1 (stereo unspecified)	4.6	-13.9	-3.9	2.4	4.3	9.1	0.9	-24.9	-1.8
CN1C(=O)/C(=C\c2cc(N=Nc3ccccc3)ccc2O)SC1=S	61.9*	67.6*	-4.0	-12.8	90.7*	54.6*	-2.6	51.6*	7.2
Cc1ccc(CNC(=O)C2CC(=O)N(CCC(C)C)C2)cc1 (stereo unspecified)	5.0	1.8	-0.7	-3.1	1.6	-2.0	0.3	-1.9	-0.2
CCC(NC(=O)NCc1cccnc1)(C(F)(F)F)C(F)(F)F	-4.4	5.0	-1.7	-3.5	6.5	9.4	0.0	-1.0	-4.9
COc1ccc(C2=NOC(C(=O)NCc3ccccn3)C2)cc1OC (stereo unspecified)	6.0	-7.7	0.2	-1.6	13.0	5.3	-0.4	3.7	-16.5
COC(=O)c1cc(COC(=O)CNC(=O)c2cccc(C)c2)oc1C	22.9	-9.3	-1.3	0.9	3.6	2.3	1.0	-2.6	-10.4
Nc1nnnn1/N=C/c1cccc(Br)c1	14.6	-19.4	-1.3	-1.8	17.0	-0.6	2.7	2.3	-1.0
O=C(CNC(=O)c1ccco1)OCc1ccc(Cl)cc1	14.7	-13.4	-1.9	-2.9	18.0	7.4	-1.8	-0.3	-15.6
O=C(CCc1nc2ccccc2c(=O)[nH]1)N1CCN(S(=O)(=O)c2ccccc2Br)CC1	3.2	27.8	-1.5	-5.9	45.0	10.1	1.2	-0.4	3.3
CNc1c([N+](=O)[O-])cnn1-c1ccc(F)cc1	-2.0	-4.6	-0.5	0.8	11.0	-6.4	-0.1	0.6	0.1
COc1ccccc1NC(=O)CCCC(=O)OC(C)C(=O)c1ccccc1 (stereo unspecified)	15.9	4.5	2.6	1.4	10.6	10.1	-0.9	-7.5	1.8
Cc1ccc(NC(=O)C2CCCN2S(=O)(=O)c2ccc(-c3ccc(=O)[nH]n3)s2)c(C)c1 (stereo unspecified)	10.7	-20.8	-9.2	2.2	12.9	15.0	-0.7	-10.0	-9.4
COc1cc(C(=O)O)nc2ccc([N+](=O)[O-])cc12	11.0	8.7	-0.9	-1.2	-3.6	-9.4	0.8	-4.5	-6.7
CC(C)(C)N(Cc1ccccc1)C(=O)COC(=O)c1cccc([N+](=O)[O-])c1	28.4	6.0	-3.0	-2.3	-3.5	5.6	-0.4	3.5	11.3
Cc1ccc(S(=O)(=O)NCCN2CCNC2=O)cc1	-15.2	-11.1	1.4	-2.4	-9.6	-7.5	-0.3	7.7	-7.7
